GIRK2 act = Activators of human GIRK2-containing channels. AID 1259324. 34,000 tested, under 10 active. HEK293 GIRK2/NPY4 cells, thallium flux fluorescence. activation (% efficacy), % for hits at 37.5 µM. P48051;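 active = primary screen hit, no activity in plain HEK293 cells, and in GIRK2-only cells above 5% efficacy rising with concentration; inactive = the rest, including fluorescent compounds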;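 note: efficacy is normalized control-subtracted fluorescence 15 s after thallium addition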
Target sequence (P48051 whole entry, looked up): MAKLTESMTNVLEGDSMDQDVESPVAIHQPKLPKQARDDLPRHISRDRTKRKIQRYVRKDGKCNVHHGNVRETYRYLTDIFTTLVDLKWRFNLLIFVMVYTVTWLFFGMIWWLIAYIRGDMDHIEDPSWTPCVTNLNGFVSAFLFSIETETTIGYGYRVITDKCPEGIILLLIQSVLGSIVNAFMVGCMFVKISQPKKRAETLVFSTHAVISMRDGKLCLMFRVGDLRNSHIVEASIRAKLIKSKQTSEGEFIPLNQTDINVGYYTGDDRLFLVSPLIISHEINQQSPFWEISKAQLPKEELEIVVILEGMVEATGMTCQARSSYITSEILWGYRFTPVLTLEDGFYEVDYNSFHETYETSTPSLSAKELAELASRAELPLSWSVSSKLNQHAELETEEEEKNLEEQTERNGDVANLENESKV
Calls only; i = inactive. A portion of the library (hit frequency here may not be typical).

No. | Compound | GIRK2 act
1 | CS(=O)(=O)N1CCN(C(=O)CCc2csc(NC(=O)c3ccc[nH]c3=O)n2)CC1 | i
2 | O=C1CNC(=O)C2(CCCC2)N1 | i
3 | Cc1oc(-c2ccc([N+](=O)[O-])c(Cl)c2)cc1C(=O)N1CCOCC1 | i
4 | COCCn1c(N)c(C(=O)NCc2ccccc2Cl)c2nc3ccccc3nc21 | i
5 | O=C(CSc1nnc(C2COc3ccccc3O2)o1)N1CCCC1 (stereo not drawn) | i
6 | O=C(Nn1cnc2c(cnn2-c2ccccc2)c1=O)c1cc(=O)c2ccccc2o1 | i
7 | COc1ccc(OC)c(COCC(O)CN2C(C)(C)CCCC2(C)C)c1 (stereo not drawn) | i
8 | COc1cc2nc(NC(=O)Cc3ccc(C)cc3)sc2cc1OC | i
9 | COc1ccc(NC(=O)CCn2c(=O)[nH]c3ccccc3c2=O)c(OC)c1 | i
10 | CCc1ccccc1N1CCN(C(=O)c2ccc(N3C(=O)C4CCCCC4C3=O)cc2)CC1 (stereo not drawn) | i
11 | CC(C)Oc1ccc(C(=O)N2CCc3cc(S(=O)(=O)NC4CCCC4)ccc32)cc1 | i
12 | CC(C)NC(=O)Cc1csc(Nc2ccc(S(C)(=O)=O)cc2)n1 | i
13 | O=C(Nc1nnc(CS(=O)(=O)c2ccccc2)o1)c1ccco1 | i
14 | Cc1nc(C)c(CC(=O)NCc2nc3ccccc3[nH]2)s1 | i
15 | CC(C)NC(=O)c1nsc(C(=O)N2CCN(C3CCCCC3)CC2)c1N | i
16 | Cn1cnc2cc(OC(=O)c3cccs3)ccc21 | i
17 | O=C(Cn1cnc(-c2ccccc2)cc1=O)N(Cc1ccccc1)c1ccccc1 | i
18 | Cc1ccc(NC(=O)OCc2ccccc2)cc1N1CCCCC1=O | i
19 | COc1cccc(CNC(=O)CN2C(=O)N(c3ccc(C)cc3)S(=O)(=O)c3ccccc32)c1OC | i
20 | CCOc1cccc2cc(C(=O)NCCOc3ccc(-c4ccc(OC)cc4)nn3)c(=O)oc12 | i
21 | Cc1ccc(NC(=O)C(=O)NCC(c2cccs2)N(C)C)cc1 (stereo not drawn) | i
22 | CCOc1ccccc1NC(=O)CN1CCN(c2nccn2-c2cccc(Cl)c2)CC1 | i
23 | COc1cc(N2CCN(S(=O)(=O)c3ccc(C)c(C)c3)CC2)nc(OC)n1 | i
24 | COc1ccc(NC(=O)C(=O)NCCC(c2ccccc2)c2ccccc2)c(OC)c1 | i
25 | CC(=O)c1sc(NC(=O)CCCS(=O)(=O)c2ccc(C)cc2)nc1-c1ccccc1 | i
26 | O=C(NCc1ccccc1)Nc1cccc(-c2ccc(N3CCCC3)nn2)c1 | i
27 | O=C(NCCCn1nc(-c2ccccc2)ccc1=O)C1c2ccccc2Oc2ccccc21 | i
28 | Cc1cccc(N2CC(c3nc4ccccc4n3CC(=O)N3CCC(C)CC3)CC2=O)c1 (stereo not drawn) | i
29 | Cc1nnc(NC(=O)c2ccc(S(=O)(=O)Nc3cccc(C(F)(F)F)c3)o2)s1 | i
30 | O=C(NCC1(O)CCc2ccccc21)C1c2ccccc2Oc2ccccc21 (stereo not drawn) | i
31 | O=C(Nc1nc2c(s1)CCCC2)C1CN(C(=O)c2c[nH]c3ccccc23)C1 | i
32 | O=C(C1CC1)N1CCN(c2nccn2-c2cccc(Cl)c2)CC1 | i
33 | CCOc1cccc2sc(N(CCN3CCOCC3)C(=O)c3nc4ccccc4s3)nc12 | i
34 | O=C(Cn1cnc(-c2cccs2)cc1=O)Nc1ccc(-n2cnnn2)cc1 | i
35 | COc1cc(COCC2CCN(CC(=O)Nc3cccc(Cl)c3)CC2)cc(OC)c1 | i
36 | COc1ccc(CNC(=O)Nc2ccc(CC(=O)N(C)C)cc2)cc1 | i
37 | CCOc1cccc2cc(S(=O)(=O)c3ccc(F)c(Cl)c3)c(=O)oc12 | i
38 | O=C(c1cc2ccccc2o1)N(Cc1ccccn1)Cc1ccco1 | i
39 | O=S(=O)(c1ccc(Cl)cc1)c1nc(-c2ccco2)oc1N1CCCC1 | i
40 | CSc1ccccc1NC(=O)C(=O)NCC(O)(c1cccs1)C1CC1 (stereo not drawn) | i
41 | Cc1nc2ccccn2c1C(=O)NCC(O)(c1ccco1)C1CC1 (stereo not drawn) | i
42 | Cn1nc(-c2ccc(F)cc2)cc1C(=O)NCc1n[nH]c(=O)c2ccccc12 | i
43 | Cc1ccc(S(=O)(=O)N2CCC(C(=O)Nc3ccc(-c4nc5ccccc5[nH]4)cc3)CC2)cc1 | i
44 | CCCC(=O)NCCNc1ccc(Nc2ccncc2)nn1 | i
45 | CCNC(=O)C1Cc2ccccc2N1C(=O)c1ccc([N+](=O)[O-])o1 (stereo not drawn) | i
46 | Cc1nn(C2CCS(=O)(=O)C2)c(C)c1CC(=O)N1CCN(S(C)(=O)=O)CC1 (stereo not drawn) | i
47 | Cc1ccc(CC(=O)Nc2nnc(-c3ccccc3Cl)o2)cc1 | i
48 | CC(C)(C)n1ncc2c(=O)n(NC(=O)c3ccc(C(F)(F)F)cc3)cnc21 | i
49 | Cc1nc2sccn2c(=O)c1NC(=O)Nc1ccc(OC(F)(F)F)cc1 | i
50 | O=C(CSc1ccc(F)cc1)N1CC(c2nc(-c3ccsc3)no2)C1 | i

In a second layout: entries from further up
18: Cc1ccc(NC(=O)OCc2ccccc2)cc1N1CCCCC1=O
- GIRK2 act: i

50: O=C(CSc1ccc(F)cc1)N1CC(c2nc(-c3ccsc3)no2)C1
- GIRK2 act: i

42: Cn1nc(-c2ccc(F)cc2)cc1C(=O)NCc1n[nH]c(=O)c2ccccc12
- GIRK2 act: i

Three compounds drawn at random from those above:
No. | Compound | GIRK2 act
47 | Cc1ccc(CC(=O)Nc2nnc(-c3ccccc3Cl)o2)cc1 | i
36 | COc1ccc(CNC(=O)Nc2ccc(CC(=O)N(C)C)cc2)cc1 | i
35 | COc1cc(COCC2CCN(CC(=O)Nc3cccc(Cl)c3)CC2)cc(OC)c1 | i

(next part)
No. | Compound | GIRK2 act
51 | CCNc1cc(NCCNS(=O)(=O)c2ccc3ccccc3c2)nc(C)n1 | i
52 | O=C(Cn1c2c(c3ccccc31)CCC2)NCC1CCS(=O)(=O)C1 (stereo not drawn) | i
53 | COc1ccc(Cl)cc1NC(=O)Cn1nc(-c2ccco2)ccc1=O | i
54 | COCC(=O)N1CCCc2ccc(NC(=O)c3ccccn3)cc21 | i
55 | Cc1ccc2c(=O)c(-c3nc(-c4cccc(F)c4)no3)cn(CC(=O)Nc3ccc4c(c3)OCO4)c2n1 | i
56 | COCCn1c(=NC(=O)c2cc(C)no2)sc2cc(OC)ccc21 | i
57 | CC(C)(Oc1ccc(Cl)cc1)C(=O)N1CCC(Cn2cccn2)CC1 | i
58 | CC1=C(C(=O)Nc2ccccc2C)C(c2ccc(OC(F)F)cc2)n2ncnc2N1 (stereo not drawn) | i
59 | O=C(CCCS(=O)(=O)c1ccccc1)N1CCN(c2ccccc2)CC1 | i
60 | CC(=O)Nc1ccc(NC(=O)CCNS(=O)(=O)c2ccc(C)cc2)cc1 | i
61 | Cc1cc(C)c(NC(=O)C(=O)NCC2(c3cccs3)CCCC2)c(C)c1 | i
62 | O=C(CSc1ccc(F)cc1)N1CCC(c2nnc(-c3ccc(F)cc3)o2)CC1 | i
63 | O=C(NCCCn1nc(-c2ccc(Cl)cc2)ccc1=O)c1ccc2ccccc2n1 | i
64 | C#CCn1c(=NC(=O)c2ccn(C)n2)sc2cc(OC)c(OC)cc21 | i
65 | O=S(=O)(c1ccc(Cl)c(Cl)c1)N1CCN(c2ccc(-c3ccco3)nn2)CC1 | i
66 | Cn1cccc1C(CNC(=O)C(=O)Nc1ccon1)N1CCCCCC1 (stereo not drawn) | i
67 | COc1cccc(C(=O)NCC2CCN(C3CCCC3)CC2)c1 | i
68 | CC(=O)Nc1ccc(S(=O)(=O)N2CCC(c3nnc(C4CC4)o3)CC2)cc1 | i
69 | CCNc1nn(CC(=O)N2CCOc3ccc(C)cc32)c(N)c1-c1nc(-c2ccc(Cl)cc2)no1 | i
70 | CN1CCN(C(CNC(=O)C(=O)Nc2ccc3c(c2)OCCO3)c2cccn2C)CC1 (stereo not drawn) | i
71 | CCCN1C(=O)NC2(CCN(S(C)(=O)=O)CC2)C1=O | i
72 | CCOC(=O)c1c(NC(=O)c2ccn(C)n2)sc2c1CCN(C(C)=O)C2 | i
73 | COc1cccc(C(CNC(=O)c2cc(OC)c(OC)cc2[N+](=O)[O-])N2CCOCC2)c1 (stereo not drawn) | i
74 | O=C(CCc1c[nH]c2ccccc12)Nn1c(=S)[nH]c2ccccc2c1=O | i
75 | COc1ccc(S(=O)(=O)CCCC(=O)Nc2nc3c(s2)CC(C)CC3)cc1 (stereo not drawn) | i
76 | CS(=O)(=O)c1ccc(Nc2nc(CC(=O)NCc3c(F)cccc3F)cs2)cc1 | i
77 | COc1ccc2sc(N(Cc3cccnc3)C(=O)c3cc(C)no3)nc2c1 | i
78 | COc1ccc2nc(-c3cccc(NC(=O)Nc4cc(OC)c(OC)c(OC)c4)c3)cn2n1 | i
79 | O=C(Cc1ccc(NC(=O)Nc2cccc(C(F)(F)F)c2)cc1)NCC(F)(F)F | i
80 | CCOC(=O)c1sc(NC(=O)c2ccn(C)n2)cc1C | i
81 | O=C(CCCc1ccccc1)NCCNc1ccc(Nc2ccncc2)nn1 | i
82 | O=C(CS(=O)(=O)c1cccs1)Nc1cccc(C(F)(F)F)c1 | i
83 | COC(=O)c1ccc(CSc2ccc(NC(=O)c3ccco3)nn2)o1 | i
84 | O=C(O)c1[nH][nH]c(=O)c1CCO | i
85 | COc1ccc2nc(-c3cccc(NC(=O)COc4ccc(C(C)=O)cc4OC)c3)cn2n1 | i
86 | Cn1c(-c2ccccn2)nn(CCNC(=O)Nc2cccs2)c1=O | i
87 | COc1cc(NC(=O)Nc2cccc(N3CCCS3(=O)=O)c2)cc(OC)c1OC | i
88 | O=C(c1cccs1)N1CCc2ccc(NS(=O)(=O)C3CCCCC3)cc21 | i
89 | Cc1nn(C2CCS(=O)(=O)C2)c2nc(-c3ccccc3)cc(C(=O)NCc3c(F)cccc3F)c12 (stereo not drawn) | i
90 | COc1ccc(S(=O)(=O)Nc2ccc(N3CCCC3=O)c(C)c2)cc1 | i
91 | CN(C)C(=O)Cc1ccc(NC(=O)c2ccccc2C(F)(F)F)cc1 | i
92 | CC(C)(C)CN(C(=O)c1ccc(F)cc1)c1ccncc1 | i
93 | CCOc1ccc(NC(=O)N2CC(c3nc(-c4ccsc4)no3)C2)cc1 | i
94 | CC(=O)Nc1ccc2nc(NC(=O)c3ccnn3C)sc2c1 | i
95 | O=C(CN1C(=O)SC(=C2CCCC2)C1=O)Nc1ccc(Cl)cc1 | i
96 | O=S(=O)(NCC1CCN(c2ncccn2)CC1)C1CC1 | i
97 | COc1cccc(-c2cc(CC(=O)N3CCc4ccccc43)no2)c1 | i
98 | CC(=O)Nc1ccc(S(=O)(=O)N2CCN(Cc3nnnn3-c3ccccc3)CC2)cc1 | i
99 | Cn1c(=O)c2c(nc(N3CCN(c4cccc(Cl)c4)CC3)n2CC(=O)O)n(C)c1=O | i
100 | CCN1CCN(CC(O)COCc2ccc(Cl)cc2)CC1 (stereo not drawn) | i

Further results
No. | Compound | GIRK2 act
101 | O=C(NCc1ccccc1Cl)C1CN(C(=O)c2c[nH]c3ccccc23)C1 | i
102 | COc1ccc(CCNC(=O)c2cccc(Oc3ccc(C)nn3)c2)cc1OC | i
103 | COc1cc(NC(=O)c2ccccc2C(F)(F)F)ccc1N1CCCC1=O | i
104 | COc1cc(NC(=O)c2cc([N+](=O)[O-])ccc2Cl)ccc1N1CCCC1=O | i
105 | CCC(C)NC(=O)Cn1cc(-c2nc(-c3ccc(Cl)cc3)no2)c(=O)c2ccc(C)nc21 (stereo not drawn) | i
106 | COc1ccc(S(=O)(=O)NCC2CCN(Cc3ccccc3)CC2)cc1Cl | i
107 | Cc1ccccc1Cn1c(=O)c2c(nc3n(C(C)c4ccccc4)c(C)cn23)n(C)c1=O (stereo not drawn) | i
108 | COC(=O)Cn1c(=O)c2c(nc(-n3nc(C)c(C)c3C)n2C)n(C)c1=O | i
109 | COc1cn(CC(=O)Nc2cccc([N+](=O)[O-])c2)c(CSc2ccccc2)cc1=O | i
110 | CCOC(=O)c1sc(NC(=O)c2ccnn2C)nc1-c1ccccc1 | i
111 | Cn1cccc1C(O)CNC(=O)c1cnc2ccccc2n1 (stereo not drawn) | i
112 | Cn1c(=O)[nH]c(=O)c2c1nc(N1CCOCC1)n2CC(=O)O | i
113 | O=C(Nc1ccccc1Cl)N(Cc1ccccn1)Cc1ccco1 | i
114 | CCCCS(=O)(=O)NCCNc1cc(-n2cccn2)ncn1 | i
115 | O=C(NCC1CCN(C(=O)Oc2ccccc2)CC1)C(=O)Nc1ccon1 | i
116 | O=C(CSc1ccc(NC(=O)c2cccs2)nn1)Nc1ccccc1C(F)(F)F | i
117 | COc1cccc(N2CCN(C(=O)C3CN(c4nc5ccc(OC)cc5s4)C3)CC2)c1 | i
118 | O=C(c1ccc2c(c1)OCO2)N(Cc1ccsc1)Cc1ccccn1 | i
119 | COc1cc(C)c(S(=O)(=O)N2CCC3(CC2)C(=O)N(C)C(=O)N3C)cc1C | i
120 | COc1cc(-c2ccc(SCC(=O)N3CCC(C)CC3)nn2)cc(OC)c1OC | i
121 | CCOc1ccccc1C(=O)Nc1ccc(N2CCCCC2=O)c(C)c1 | i
122 | C=CCNC(=O)C(=O)NCC(c1cccc2ccccc12)N1CCCC1 (stereo not drawn) | i
123 | COc1ccc(S(=O)(=O)CCCC(=O)Nc2nnc(-c3ccc(Br)s3)o2)cc1 | i
124 | O=C(Nc1ccc(Cl)c([N+](=O)[O-])c1)c1ccc(=O)n(Cc2cccc(Cl)c2)c1 | i
125 | O=C(Cc1cccs1)NCCn1nc(-n2cccn2)ccc1=O | i
126 | CC(Oc1cccc(F)c1)C(=O)NCCn1nc(-c2cccs2)ccc1=O (stereo not drawn) | i
127 | O=C(CCc1csc(NC(=O)c2ccc(F)cc2)n1)NCc1ccccc1Cl | i
128 | CCc1ccc2nc(N(CC3CCCO3)C(=O)C3CCCCN3S(C)(=O)=O)sc2c1 (stereo not drawn) | i
129 | CCNc1cc(NCCNC(=O)Nc2ccc(OC)cc2OC)nc(C)n1 | i
130 | CCC(C(=O)N1CCN(c2ccc(-c3ccc4c(c3)OCO4)nn2)CC1)c1ccccc1 (stereo not drawn) | i

Assay outcomes from PubChem BioAssay.
